# High-throughput results deposited in PubChem BioAssay by The Scripps Research Institute Molecular Screening Center.
# MITF primary = human MITF inhibition, primary screen. hit rate 0.91% among 650,000. O75030. AlphaScreen MITF homodimerization, bead proximity signal. inhibition, % at 2.6 µM; in the data active means inhibition above about 50%;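 further: 0% = vehicle wells with protein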
# Target sequence (O75030 whole entry, looked up): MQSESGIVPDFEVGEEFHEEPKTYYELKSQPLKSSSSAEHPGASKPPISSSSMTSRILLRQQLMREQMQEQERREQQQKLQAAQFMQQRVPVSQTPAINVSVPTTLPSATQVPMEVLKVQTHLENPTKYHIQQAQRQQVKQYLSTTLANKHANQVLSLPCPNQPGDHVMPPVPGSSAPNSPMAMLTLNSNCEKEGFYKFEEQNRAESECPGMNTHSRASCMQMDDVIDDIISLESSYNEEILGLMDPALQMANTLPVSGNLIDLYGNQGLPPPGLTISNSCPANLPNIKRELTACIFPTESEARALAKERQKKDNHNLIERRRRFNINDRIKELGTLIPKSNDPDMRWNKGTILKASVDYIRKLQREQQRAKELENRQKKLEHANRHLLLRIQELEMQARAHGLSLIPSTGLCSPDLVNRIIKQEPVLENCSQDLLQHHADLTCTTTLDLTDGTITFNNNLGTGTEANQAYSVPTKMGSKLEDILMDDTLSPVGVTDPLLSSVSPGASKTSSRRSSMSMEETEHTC
# GPR151 activ = activates the human receptor GPR151. AID 1508602. PathHunter beta-arrestin GPR151 cells, luminescence. activation, % at 11.2 µM. hit rate 1% among 650,000. Q8TDV0; in the data active means activation above about 4.9%;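 further: 0% = median of compound wells and 100% = cells with positive control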
# Target sequence (Q8TDV0 whole entry, looked up): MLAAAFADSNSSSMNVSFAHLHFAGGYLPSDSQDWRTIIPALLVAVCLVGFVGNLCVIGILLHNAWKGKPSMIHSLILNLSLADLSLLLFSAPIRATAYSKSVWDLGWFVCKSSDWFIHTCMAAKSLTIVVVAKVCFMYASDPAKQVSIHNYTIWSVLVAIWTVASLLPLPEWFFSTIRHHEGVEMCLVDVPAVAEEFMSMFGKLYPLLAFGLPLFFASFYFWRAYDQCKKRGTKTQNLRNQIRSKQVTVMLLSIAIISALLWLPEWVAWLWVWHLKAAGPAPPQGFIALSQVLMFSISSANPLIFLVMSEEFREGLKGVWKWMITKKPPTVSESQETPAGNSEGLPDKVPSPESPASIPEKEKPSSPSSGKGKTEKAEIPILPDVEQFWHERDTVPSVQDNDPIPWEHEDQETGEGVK
# FBW7 activator = human FBW7 E3 ligase activation, primary screen. Q969H0. AlphaScreen FBW7–phospho-cyclin E peptide binding, activator screen. normalized activity (activation), % at 26.1 µM. hit rate 0.13% among 650,000. AID 1259310; in the data active means normalized activity above about 1.9%;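 further: purified mutant Fbw7 with reduced substrate affinity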
# TEAD-YAP inh = TEAD-YAP interaction inhibition. HEK-TIYL cells, TEAD-Gal4/YAP UAS-luciferase luminescence. inhibition, % at 9.12 µM. hit rate 1.4% among 640,000. AID 1259422; in the data active means inhibition above about 32%;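 further: 0% = median of test compound wells and 100% = reference inhibitor wells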
# * marks the source's active call; other numbers are inactive results.
# Keys – A = MITF primary; B = GPR151 activ; C = FBW7 activator; D = TEAD-YAP inh
Clc1ccc(OCc2nc(-c3cccnc3)no2)c(Cl)c1
  A = 5	B = -0.3	C = -0.1	D = -24
c1csc(CNc2ccnc3c(-c4ccc5c(c4)OCO5)cnn23)c1
  A = -3	B = 0.1	C = -0.1	D = -49
CCOc1ccc(C(=O)C2CCN(C(=S)NCCCN(C)C)CC2)cc1
  A = 12	B = -1.0	C = 0.1	D = 5
COc1ccc(Cn2c(=O)[nH]c3c(C(N)=O)nc(C(C)C)nc32)cc1
  A = 11	B = -0.6	C = 0.1	D = -5
O=[N+]([O-])c1ccc(CN2CCC(O)CC2)cc1
  A = 18	B = -0.9	C = 0.0	D = -6
O=C(CSc1cn(Cc2cccc(F)c2)c2ccccc12)NCc1ccco1
  A = -2	B = 0.2	C = -0.2	D = -5
Cc1cccc(NC(=O)CN2C(=O)CCc3ccccc32)c1C
  A = -9	B = -0.3	C = -0.1	D = -11
COc1ccc2nc(NC(=O)c3nn(C)cc3C)sc2c1
  A = -3	B = -8.6	C = 3.6*	D = -19
COc1ccc(C(CNC(=O)c2cncc(Br)c2)N(C)C)cc1 (configuration not stated)
  A = 15	B = 0.3	C = 0.2	D = -3
CCN(c1ccc(C)c(C)c1)S(=O)(=O)c1cc(Br)cc2c1N(C(C)=O)CC2
  A = -1	B = 0.4	C = -0.1	D = -4
Cc1ccc(Cn2c(=O)c3ccccc3n3c(CCC(=O)N4CCOCC4)nnc23)cc1
  A = 11	B = -1.2	C = 0.1	D = -4
S=C(Nc1ccc2c(c1)OCO2)Nc1ccc(Cl)cn1
  A = 18	B = 0.0	C = 0.0	D = -19
CCOc1ccccc1CN1C(=O)C2C(C(=O)Nc3ccc(C(C)C)cc3)C3C=CC2(O3)C1C(=O)NC1CCCC(C)C1C (configuration not stated)
  A = -7	B = 0.4	C = 0.2	D = 0
Cc1nn(-c2ccccc2)c(C)c1C(=O)O
  A = 5	B = 1.1	C = 0.1	D = 12
O=C(CCC1(Cc2ccc3c(c2)OCO3)CCC(=O)N1)NCc1ccc(-n2cccn2)cc1 (configuration not stated)
  A = 6	B = -0.7	C = 0.4	D = 16
CC(C)(C)NCCCOc1ccc(F)cc1
  A = -6	B = -0.6	C = 0.0	D = -8
COc1ccccc1-c1c(C(F)(F)F)oc2cc(OCc3ccc(F)cc3)ccc2c1=O
  A = 0	B = -0.3	C = 0.3	D = 6
CCOC(=O)c1cc(S(=O)(=O)Nc2ccccc2C)cn1C
  A = 10	B = 0.4	C = 0.7	D = 4
O=C(CN1Cc2ccccc2OC(c2ccccc2)C1)N1CCC(O)(c2cccnc2)CC1 (configuration not stated)
  A = -6	B = -0.9	C = 0.0	D = 0
CCC(C)(C(=O)NC1CCCC1)N(CC1CCCO1)C(=O)C1CCC(=O)N1 (configuration not stated)
  A = -1	B = 0.4	C = 0.1	D = 7
CC1CCC(NC(=O)C2CC(=O)N(c3ccc(Cl)cc3)C2)CC1 (configuration not stated)
  A = 0	B = 0.8	C = 0.0	D = -5
CCCN1CCc2nnc(C(NS(C)(=O)=O)C(C)C)n2CC1 (configuration not stated)
  A = -2	B = 1.7	C = -0.1	D = -1
O=C(Nc1ccccc1I)c1cc2cc(Br)ccc2oc1=O
  A = 8	B = -1.1	C = 0.1	D = -3
CSCCCNC(=O)CC1C(=O)NCCN1Cc1ccc(-c2ccccc2)cc1 (configuration not stated)
  A = -2	B = -2.3	C = -0.2	D = 4
O=[N+]([O-])c1ccc2c(c1)S(=O)(=O)N=C2Nc1cccc2ccccc12
  A = -4	B = 0.3	C = -0.2	D = -6
COC(OC)c1ccc2cnccc2n1
  A = 9	B = -1.7	C = 0.3	D = -2
CC(=O)c1c(C)[nH]c(C(=O)NC2CCCCCC2)c1C
  A = 8	B = 0.7	C = -0.1	D = -1
Cc1nc2sccn2c1CN1CCOc2ccc(CN3C[C@@H](C)O[C@@H](C)C3)cc2C1
  A = 14	B = -0.8	C = 0.1	D = 4
COc1ccc(/C=N/n2c(-c3ccco3)n[nH]c2=S)cc1
  A = 26	B = -1.0	C = -0.1	D = -6
CCOc1ccccc1-n1c(=S)sc2c(=O)n(-c3ccccc3F)c(SCC(=O)C(C)(C)C)nc21
  A = 5	B = 1.9	C = -0.1	D = 5
COc1ccccc1N1CCN(C(=O)CSc2nc3ccccc3[nH]2)CC1
  A = 10	B = 6.0*	C = 0.0	D = 9
CS(=O)(=O)N(c1ccccc1)C1CSC1
  A = 0	B = -1.8	C = -0.2	D = 2
CC(=O)N/C(=C/c1ccccc1Br)C(=O)NCc1ccc(F)cc1
  A = -11	B = 0.0	C = -0.2	D = 1
O=C(NCc1noc2ccccc12)NC1CCCc2ccccc21 (configuration not stated)
  A = -2	B = -1.1	C = 0.0	D = 0
COC(=O)c1ccc(NC(=O)Cn2cc(C=O)c3ccccc32)cc1
  A = -2	B = -1.4	C = 0.0	D = 2
CCOC(=O)N1CCN(C(=O)CN2N=C(c3ccc(OC)cc3)CCC2=O)CC1
  A = -1	B = 0.9	C = 0.1	D = -1
Cc1ccccc1C(=O)Nc1cccc(-c2nc3ncccc3o2)c1C
  A = 6	B = 1.4	C = 0.1	D = 12
CC(C)c1nnc(C2CCN(S(=O)(=O)c3ccccc3)CC2)o1
  A = 1	B = -1.2	C = 0.2	D = 0
COc1cc2ccccc2cc1C(=O)Nc1ccc2sc(C)nc2c1
  A = -6	B = -0.1	C = -0.2	D = 8
CCCCC(CC)CNC(=O)c1ccc2c(c1)NC(=O)C(CSCc1ccc(F)cc1)N2 (configuration not stated)
  A = 8	B = -0.5	C = 0.0	D = 7
c1ccc(CN2CCC(Nc3nc(Nc4ccncn4)nc4c3ncn4-c3ccsc3)CC2)cc1
  A = -1	B = 0.2	C = -0.1	D = -4
CC(=O)c1ccc(NC(=O)Nc2ccc(S(=O)(=O)N3CCCC3)cc2)cc1
  A = 9	B = -1.0	C = 0.2	D = 17
Cc1nn(Cc2ccc(Cl)cc2Cl)c(C)c1NC(=O)c1ccccc1F
  A = 9	B = 0.2	C = 0.4	D = 6
CCC(Sc1nnc2c3ccccc3n(C)c2n1)C(=O)Nc1nnc(C)s1 (configuration not stated)
  A = -14	B = -0.7	C = 0.3	D = 6
O=C(NCCc1ccncc1)Nc1ccc(F)cc1
  A = 10	B = -0.8	C = 0.5	D = 7
CCCc1nc(N)c(C#N)c(-c2ccccc2Cl)c1CC
  A = -14	B = 1.0	C = 0.0	D = -6
CCCCCc1ccc(-c2nc(-c3ccc(Br)cc3)no2)cc1
  A = -3	B = -0.5	C = 0.2	D = 0
O=C(COc1ccccc1Cl)Nc1ccc(Br)cn1
  A = -7	B = -0.1	C = 0.1	D = -58
O=C(NCCCO)C(=O)Nc1ccccc1Cl
  A = -24	B = 0.5	C = 0.0	D = -18
Cc1ccccc1-n1nnnc1SCC(N)=O
  A = 4	B = -0.2	C = 0.0	D = 1

# Record cards, from the list above. Order of values: MITF primary | GPR151 activ | FBW7 activator | TEAD-YAP inh
# O=[N+]([O-])c1ccc(CN2CCC(O)CC2)cc1 is entered as 18 | -0.9 | 0.0 | -6
# COc1cc2ccccc2cc1C(=O)Nc1ccc2sc(C)nc2c1 is entered as -6 | -0.1 | -0.2 | 8
# COc1ccc2nc(NC(=O)c3nn(C)cc3C)sc2c1 is entered as -3 | -8.6 | 3.6* | -19

# Next section
# Keys – A = MITF primary; B = GPR151 activ; C = FBW7 activator; D = TEAD-YAP inh
COc1cc(NC(=O)c2cc3ncc(Br)cn3n2)c(OC)cc1Cl
  A = 8	B = 0.8	C = 0.1	D = -7
COc1ccc2oc(-c3ccc(OC)c(OC)c3)cc(=O)c2c1
  A = 4	B = 0.7	C = -0.1	D = -14
COc1cc(OC)cc(C(=O)NCc2nnc(SCC(=O)N3N=C(c4ccc(Br)cc4)CC3c3ccc(F)cc3)n2C)c1 (configuration not stated)
  A = -14	B = 2.1	C = -0.1	D = -2
C=CCN1CCN(C(c2ccc(OC)cc2)c2nnnn2CC2CCCO2)CC1 (configuration not stated)
  A = -3	B = 1.2	C = 0.0	D = -2
CC(=O)CC(C)(C)S(=O)(=O)c1ccc(Br)cc1
  A = 7	B = 0.1	C = 0.0	D = 13
CC(C)Oc1ccc(C(=O)NNc2cc(=O)n(C)c(=O)n2C)cc1
  A = 2	B = -0.5	C = -0.1	D = 4
S=c1[nH]nc(N2CCOCC2)n1-c1cccc(Cl)c1
  A = -1	B = 0.5	C = 0.2	D = -1
CCOc1cc(C)c(Cl)cc1S(=O)(=O)N1CCC(C(N)=O)CC1
  A = -8	B = -0.1	C = -0.1	D = 0
CC1C(=O)N2CCCc3cc(NC(=O)Cc4ccc(Cl)cc4)cc1c32 (configuration not stated)
  A = -10	B = 1.6	C = -0.1	D = 3
O=C(N/C(=C/c1ccco1)C(=O)N1CCCCCC1)c1ccco1
  A = 19	B = 1.6	C = -0.3	D = -4
COC(=O)c1cn(CC(=O)Nc2ccccc2Cl)c2nc(C)ccc2c1=O
  A = 0	B = 0.3	C = 0.1	D = 7
Cc1cccc(NC(=O)c2c(O)c3c([nH]c2=O)CCCC3)n1
  A = 9	B = -1.5	C = -0.1	D = -10
CC(C)NC(=O)/C=C/c1ccc(OCc2ccccc2)cc1
  A = 0	B = 0.0	C = -0.1	D = 2
O=C(c1ccncc1)N1CC[C@@H]2[C@H](CCCN2C(=O)c2cc3cc(F)ccc3[nH]2)C1
  A = 5	B = -0.3	C = 0.2	D = -13
CCCOC(=O)C1=C(C)NC2=C(C(=O)CC(c3ccc(OC)c(OC)c3)C2)C1c1cccc(C)c1 (configuration not stated)
  A = -10	B = 1.8	C = -0.1	D = 33*
O=C(CSc1ccc2nnc(-c3cccnc3)n2n1)Nc1cccc([N+](=O)[O-])c1
  A = 1	B = -1.7	C = 0.2	D = 2
O=S(=O)(NCc1cccs1)c1cccc(S(=O)(=O)c2ccc(Br)cc2)c1
  A = -2	B = 1.0	C = 0.2	D = -3
COc1ccc(OC)c(-n2c(=O)c(C#N)cc3c(=O)n4cccc(C)c4nc32)c1
  A = 8	B = 1.1	C = 0.4	D = -2
Cc1ccc2nc(C(F)(F)F)c(C(=O)N3CCC3)n2c1
  A = -13	B = 2.8	C = -0.2	D = 0
NC(=O)C1CCN(C(=S)Nc2ccccc2Cl)CC1
  A = -5	B = -0.9	C = 0.0	D = 2
COCCn1c(SCC(=O)Nc2nnc(C)s2)nc2c([nH]c3ccccc32)c1=O
  A = -1	B = -1.1	C = 0.9	D = 8
O=C(Nc1ccccc1)Nc1ccc(Br)cc1F
  A = -4	B = 0.7	C = 0.0	D = -63
COc1ccccc1NC(=O)C(=O)NC1CC(C)(C)NC(C)(C)C1
  A = 13	B = -0.3	C = 0.3	D = -13
COc1ccc(-c2c(C#N)c(SCC(=O)Nc3cc(OC)c(Cl)cc3OC)nc(C)c2C(=O)Nc2ccc(Cl)cc2)cc1
  A = 15	B = 0.0	C = 0.0	D = 1
COc1ccc([C@@H]2CN(C(=O)CCc3ccccc3)C[C@H]2C(=O)O)cc1
  A = -2	B = 0.4	C = -0.1	D = 6

# Ordered by molecular weight (high to low): some entries from above
# Keys – A = MITF primary; B = GPR151 activ; C = FBW7 activator; D = TEAD-YAP inh
COc1ccc(-c2c(C#N)c(SCC(=O)Nc3cc(OC)c(Cl)cc3OC)nc(C)c2C(=O)Nc2ccc(Cl)cc2)cc1
  A = 15	B = 0.0	C = 0.0	D = 1
COc1ccccc1NC(=O)C(=O)NC1CC(C)(C)NC(C)(C)C1
  A = 13	B = -0.3	C = 0.3	D = -13
CC(C)Oc1ccc(C(=O)NNc2cc(=O)n(C)c(=O)n2C)cc1
  A = 2	B = -0.5	C = -0.1	D = 4

# Next structures follow.
# Keys – A = MITF primary; B = GPR151 activ; C = FBW7 activator; D = TEAD-YAP inh
CCOC(=O)c1c(NC(=O)c2ccc(C(C)(C)C)cc2)sc(C)c1C
  A = 0	B = -0.6	C = -0.1	D = -9
Cc1ccc(-n2cnc3cc(C(=O)NCc4ccccc4Cl)ccc32)cc1Cl
  A = 2	B = -0.6	C = 0.6	D = 1
COc1cccc(C(=O)N2CC(C)OC(C)C2)c1OC (configuration not stated)
  A = -9	B = 1.9	C = -0.2	D = -6
CCNc1oc(COc2ccccc2)nc1C#N
  A = 19	B = -0.2	C = 0.4	D = -62
CCOc1ccc(S(=O)(=O)Nc2ccccc2C)c2cccnc12
  A = -7	B = -0.5	C = 0.1	D = -8
COc1ccc(-c2nc3ccccc3c(=O)n2NCc2ccc(OC(F)F)cc2)cc1OC
  A = 24	B = -1.3	C = 0.5	D = -4
CCOc1cc2c(cc1OCC)C(c1cc(Cl)ccc1O)NCC2 (configuration not stated)
  A = 12	B = 0.4	C = -0.1	D = -4
